Screening data as filed in PubChem.
T cell HTS: modulates CD8 T cell binding to vesicles. 2C CD8+ T cell-vesicle binding, flow cytometry; hits give low values. hit rate 0.068% among 330,000. calls only at 7 µM. AID 2052;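 active = response, share of CD8 T cells binding vesicles, and their 90th percentile fluorescence all below set limits, cut at about 80% in these data, passing the limit was not always enough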
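Material: 2C TCR transgenic mouse naive CD8+ T cells, MACS-purified. Also added: QL9-charged Drosophila Ld/ICAM-1/B7-1 vesicles. Timing: binding 1.5 h at 37 °C. Measured by: high-throughput flow cytometry with anti-B7-1 and anti-CD8 staining. Read-out: percent CD8+ FL2 mean versus row control. Controls: Unloaded micro-vesicles (low), QL9 vesicles with 0.7% DMSO (high).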
GPR35 antagonists: inhibition of zaprinast-stimulated GPR35 beta-arrestin translocation – imaging, U2OS, beta-arrestin-GFP, zaprinast agonist, primary screen (AID 2058). one-dose inhibition, % at 10 µM; IC50 in µM for titrated hits. hit rate 0.052% among 290,000. U2OS GPR35 beta-arrestin-GFP translocation imaging, zaprinast antagonism; higher % means a stronger effect;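 active = inhibition of at least 50% with at least 30 cells and total cytoplasm GFP at most 10,000,000; inconclusive = under 30 cells or total GFP of 10,000,000 plus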
GPR55 LPI antagonism: GPR55 antagonists blocking LPI-driven arrestin recruitment, primary screen, imaging, U2OS, beta-arrestin-GFP, LPI agonist (AID 2013) | U2OS GPR55 beta-arrestin-GFP translocation imaging, LPI antagonism; higher % means a stronger effect | one-dose inhibition, % at 10 µM; IC50 in µM for titrated hits | hit rate 0.13% among 290,000;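 active = spots per cell inhibited over 60%, with over 100 cells counted and total cytoplasm intensity under 500,000; inconclusive = wells with under 100 cells, flagged as likely toxic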;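 note: U2OS cells stably carrying GPR55 and arrestin-GFP stimulated by 5 µM LPI near EC80; imaged beta-arrestin-GFP aggregate spots per cell after agonist stimulation; plate controls were LPI-stimulated DMSO wells for no effect and DMSO wells without LPI for full effect; some results filed as inactive read as strong as hits; confirmed hits need IC50 under 10 µM and bright autofluorescent wells are also inconclusive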
KOR beta-arrestin-1: KOR agonists, beta-arrestin recruitment, primary screen, cell-based, luminescence, uHTS (AID 1777). activation, % at 10 µM, or EC50 in µM where a hit was titrated. hit rate 0.02% among 280,000. KOR beta-arrestin recruitment, luminescence; higher % means a stronger effect; in the data active = activation above about 50%, passing the limit was not always enough; note: a part of the inactive calls stands beside numbers as strong as those of hits
West Nile virus CPE: inhibition of WNV-induced cytopathic effect – cell-based, CPE readout (AID 1621) | West Nile virus-infected cells, CPE inhibition; higher % means a stronger effect | CPE inhibition, % at 10 µM; hits with a dose series show IC50 in µM | hit rate 0.02% among 290,000; in the data active = a potency from the dose series; inconclusive = CPE inhibition mostly from about 3.7% at the one dose, without a potency; inactive = the rest, 99 in 100 with CPE inhibition below about 2.2%; note: strong numbers were not always called active
PhoP inhibition: PhoP-dependent GFP reporter repression – Salmonella Typhimurium, primary screen (AID 1863) | S. Typhimurium PhoP-regulated promoter GFP reporter, 4 h; higher % means a stronger effect | hit rate 0.16% among 300,000 | inhibition, % at 50 µM, or IC50 in µM where a hit was titrated;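 active = inhibition over 29.93%, a cutoff 3 SD above the screen mean, later confirmed by dose response; inconclusive = inhibition over 29.93% but no dose response follow-up; inactive = inhibition at most 29.93% or unconfirmed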;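 note: 0% = low Mg2+ inducing control and 100% = high Mg2+ repressing control; strong numbers were not always called active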
GPR55 activation: selective activators of receptor GPR55 – imaging, U2OS cells, beta-arrestin-GFP redistribution, primary screen (AID 1961) | U2OS GPR55 beta-arrestin-GFP redistribution imaging; higher % means a stronger effect | one-dose activation, % at 10 µM; EC50 in µM for titrated hits | hit rate 0.048% among 290,000;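 active = activation above 40% with more than 50 cells counted in the well; inconclusive = wells holding fewer than 50 cells, flagged as toxic or sparse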;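 note: U2OS osteosarcoma cells stably expressing GPR55 and beta-arrestin-GFP; plate controls were DMSO negative control for no effect and LPI positive control for full effect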
NTR1 ag: NTR1-driven beta-arrestin-GFP spot formation – imaging, U2OS cells, high content, primary screen (AID 493036). agonist mode. hit rate 0.17% among 330,000. activation, % at 20 µM;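 active = activation at or above 40% of the spot to cytoplasm intensity ratio, with at least 20 cells analyzed; inconclusive = wells under 20 cells, flagged as cytotoxic or low count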;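 note: 0% = DMSO without peptide and 100% = 100 nM NTR1 peptide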
Target sequence (P30989 whole entry, looked up): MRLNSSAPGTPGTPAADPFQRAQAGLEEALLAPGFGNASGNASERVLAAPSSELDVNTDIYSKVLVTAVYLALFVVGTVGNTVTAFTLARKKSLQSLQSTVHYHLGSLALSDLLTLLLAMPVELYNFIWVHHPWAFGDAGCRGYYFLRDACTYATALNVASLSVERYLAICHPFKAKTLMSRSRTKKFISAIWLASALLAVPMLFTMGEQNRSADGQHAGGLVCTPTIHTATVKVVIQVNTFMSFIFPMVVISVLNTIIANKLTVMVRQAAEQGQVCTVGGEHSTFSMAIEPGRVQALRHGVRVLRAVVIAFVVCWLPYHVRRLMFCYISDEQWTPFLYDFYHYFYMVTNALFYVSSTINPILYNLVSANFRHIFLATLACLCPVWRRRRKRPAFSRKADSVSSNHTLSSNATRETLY
KOR beta-arrestin-2: kappa opioid receptor blockers – cell-based, luminescence, uHTS (AID 1778); KOR beta-arrestin recruitment, luminescence, antagonist mode; higher % means a stronger effect; one-dose inhibition, % at 10 µM; IC50 in µM for titrated hits; hit rate 0.091% among 290,000; in the data active = inhibition above about 50%; note: strong numbers were not always called active
T cell HTS vesicle-bound %: second read-out of T cell HTS, no call of its own (marks repeat the call); double positive events, %; measured here: CD8+ vesicle-bound cell fraction;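 binding gate set so that unloaded-vesicle control wells show 10% double positive cells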
NTR1 ag cell count 20 µM: recorded beside NTR1 ag, whose call it bears; cell count; measured here: cell count, cytotoxicity flag
An asterisk follows results filed as active; i = inactive; ? = inconclusive; . = no result given; [ ] = another dose, or the depositor's remark.

SMILES	T cell HTS	T cell HTS vesicle-bound %	GPR35 antagonists	GPR55 LPI antagonism	KOR beta-arrestin-1	West Nile virus CPE	PhoP inhibition	GPR55 activation	NTR1 ag	NTR1 ag cell count 20 µM	KOR beta-arrestin-2
COc1ccc(/C=N/NC(=O)c2ccc(-c3ccccc3)cc2)cc1O	i	32	9%	-1%	3.0%	-0.6%	9%	0.3%	3.0	38	-1%
Cc1cc(C)n2ncc(/C(N)=N/OC(=O)c3ccccc3F)c2n1	i	37	-3%	6%	2.6%	-0.4%	-6%	0.0%	0.3	46	-5%
CCC(C)CCCCCCCCCCC(=O)O (centres undefined)	i	32	.	.	.	-0.2%	-11%	.	-1.7	110	.
CC(=O)c1c[nH]c(C(=O)NCc2ccccc2Cl)c1	i	26	-3%	-6%	-3.6%	-1.2%	.	-0.1%	0.1	88	8%
O=C1OC(c2ccc3c(c2)OCO3)N(C(=O)c2ccc(Cl)c(Cl)c2)c2ccccc21 (centres undefined)	i	49	-2%	12%	4.5%	0.4%	1%	0.3%	7.9	56	-26%
Cc1ccc(C)n1-c1sc2c(c1C#N)CCCC2	i	40	4%	8%	-4.1%	0.4%	-8%	0.1%	-0.5	77	8%
COc1cc(Cn2ccnc2)c(OC)cc1Cn1ccnc1	i	50	0%	9%	-9.0%	-0.1%	24%	0.2%	1.9	83	0%
Cc1ccc(S(=O)(=O)CCc2nnc(NC(=O)COc3cccc(C)c3)s2)cc1	i	38	-6%	-6%	-2.6%	2.2%	-6%	-0.1%	2.9	54	18%
O=C(Nc1ccc2oc(=O)ccc2c1)c1cccnc1	i	14	1%	-9%	1.6%	1.5%	4%	-0.3%	-0.7	89	-54%
OCCC1CN(Cc2ccccc2-c2ccco2)CCN1Cc1ccccc1 (centres undefined)	i	35	7%	13%	0.5%	-1.8%	-4%	-0.3%	3.0	62	-9%
COc1ccc(CCNC(=O)CCC(=O)N2CC(C)Oc3ccccc32)cc1OC (centres undefined)	i	28	-4%	-4%	0.7%	-0.3%	.	-0.1%	-1.0	114	13%[20 µM]
CCc1nc(Nc2ccccc2O)c2oc3ccccc3c2n1	i	30	6%	2%	-22%	-0.7%	-4%	0.0%	-0.2	88	9%
CN1c2ccccc2C(C)(C)C12CC(c1ccc(Cl)c(S(=O)(=O)N3CCCC3)c1)=NO2 (centres undefined)	i	45	12%	0%	-2.0%	-0.8%	-9%	-0.2%	4.0	73	8%
CCOc1ccc(Cc2c(Cl)nc(N)nc2Cl)cc1	i	21	11%	7%	0.1%	0.2%	9%	0.3%	-1.0	80	15%
CCc1cc2c(=O)n(Cc3ccco3)c(SCc3c(C)noc3C)nc2s1	i	23	-20%	-14%	-1.8%	-0.4%	0%	-0.1%	6.2	62	-3%
O=C(O)C1CCCN1c1ncccc1[N+](=O)[O-] (centres undefined)	i	52	-15%	2%	-4.9%	0.3%	10%	1.3%	-1.5	83	7%
O=C(O)/C=C/C(=O)NCCNc1ncc(C(F)(F)F)cc1Cl	i	47	1%	-7%	3.8%	0.6%	7%	0.2%	-0.6	90	-38%[20 µM]
CCOc1ncccc1C(=O)N1CCN(C(=O)c2ccccc2)CC1	i	47	1%	1%	-6.0%	-0.6%	6%	-0.2%	5.0	55	4%
CCOc1ccc(CO/N=C/c2c(C)[nH]c(=O)[nH]c2=O)cc1	i	3	-7%	5%	-2.2%	-0.4%	2%	-0.4%	0.4	38	12%
CCc1ccc(N2C(=O)C(Cl)=C(N3CCOCC3)C2=O)cc1	i	15	8%	12%	2.0%	-0.5%	-17%	0.1%	-0.3	42	2%
COc1cc(-c2nnc(CSc3nnc(Nc4ccc(C(C)C)cc4)s3)o2)cc(OC)c1OC	i	52	2%	-7%	6.6%	0.5%	-14%	-0.1%	12	85	34%
CCC1Oc2ccccc2N(CC(=O)NCCCN2CCN(CC)CC2)C1=O (centres undefined)	i	37	20%	13%	2.2%	0.3%	9%	-0.1%	2.0	65	-24%
Cc1cc(C)cc(OCc2nnc(SCC(=O)c3ccccc3)o2)c1	i	45	0%	8%	1.6%	-0.1%	-4%	-0.2%	9.1	77	-1%
CNC(=O)C(=O)NCC1OCCCN1S(=O)(=O)c1cccs1 (centres undefined)	i	31	-11%	-9%	3.6%	0.7%	-13%	0.4%	3.4	43	8%
CO/N=C/c1ccc(Sc2ccc(C)cc2)c([N+](=O)[O-])c1	i	51	3%	-6%	0.0%	0.3%	1%	0.0%	2.2	35	-22%
The list goes on.
SMILES	T cell HTS	T cell HTS vesicle-bound %	GPR35 antagonists	GPR55 LPI antagonism	KOR beta-arrestin-1	West Nile virus CPE	PhoP inhibition	GPR55 activation	NTR1 ag	NTR1 ag cell count 20 µM	KOR beta-arrestin-2
O=C(COC(=O)c1cncc(Br)c1)Nc1nnc(-c2ccccc2)o1	i	27	-12%	5%	5.4%	-0.7%	-2%	-0.1%	0.5	64	-12%
C[n+]1ccc(/C=C/c2ccc(Br)cc2)cc1	i	54	18%	-8%	-2.4%	.	9%	-0.1%	-0.3	35	-13%
Cc1cc(C)n(-c2ccc(C(=O)Nc3ccc(C)c(S(=O)(=O)N(C)C)c3)cc2)n1	i	63	-8%	0%	2.5%	-0.7%	16%	0.0%	0.4	65	-55%
Cc1ccc(S(=O)(=O)CCC(=O)Nc2ccc(F)cc2)cc1	i	47	-18%	5%	-2.3%	0.4%	17%	0.2%	0.9	36	-6%
Cc1cc(C)c(S(=O)(=O)c2ccccc2Cl)c(=O)[nH]1	i	40	20%	12%	-0.6%	-0.1%	2%	-0.1%	-1.8	102	19%
O=C(Nc1cccnc1)c1ccc(Br)c(S(=O)(=O)N2CCCC2)c1	i	6	7%	?	-6.1%	1.1%	8%	-0.1%	0.4	59	12%
COc1cc2c(cc1OC)CN(C(=O)CNC(=O)c1ccc(OC(F)F)cc1)CC2	i	8	-18%	-2%	-1.3%	-0.7%	-2%	-0.2%	-0.1	40	4%
CCS(=O)(=O)c1ccc2oc(Nc3ccc(C(C)C)cc3)nc2c1	i	53	19%	1%	3.3%	-0.3%	-3%	-0.1%	0.6	37	-79%
COc1ccccc1NS(=O)(=O)c1ccc(C)c(C(=O)NCC(c2ccco2)N2CCCCC2)c1 (centres undefined)	i	40	1%	7%	6.7%	-0.7%	-5%	-0.2%	-0.6	64	-3%
COC(=O)c1cccnc1-n1c(=O)c2cccnc2n(CC(=O)Nc2ccc(Br)cc2)c1=O	i	11	0%	-2%	-0.1%	-0.5%	4%	-0.4%	-1.1	60	12%
Cc1ccc(-c2nc3c4ccccc4ccn3c2CN2CCCCC2)cc1	i	19	5%	20%	18%	-0.3%	-2%	-0.2%	20	52	31%
CCCCOc1cccc(/C=N/NC(=O)c2csc(C)c2C)c1	i	48	-4%	6%	0.8%	0.3%	-24%	-0.2%	-0.9	93	7%
CC(=O)Nc1cccc(NC(=O)C2CCN(C(=O)c3ccco3)CC2)c1	i	19	18%	-5%	-2.0%	0.4%	6%	-0.2%	-1.8	49	-16%
CC(=O)Nc1c(NC(=O)CC#N)[nH]c2c(c1=O)c(=O)n(C)c(=O)n2C	i	55	21%	10%	1.6%	0.3%	1%	-0.1%	0.5	87	2%
O=C(NCCc1ccccc1)C1CCN(S(=O)(=O)c2ccccc2)CC1	i	15	0%	6%	-7.0%	-0.3%	7%	-0.2%	-1.4	62	5%
CNC(=O)c1ccc(N(Cc2ccccc2C)S(C)(=O)=O)cc1	i	31	5%	15%	-5.3%	-0.6%	-9%	0.2%	-0.7	60	-10%
Cc1cccc(OC(=O)c2cn(C)nc2C(F)(F)F)c1C	i	36	12%	8%	5.8%	-0.4%	-3%	-0.1%	-0.9	61	5%
CCOC(=O)C1C(c2ccccc2O)NC(=O)NC1(O)C(F)(F)F (centres undefined)	i	27	0%	0%	-0.8%	0.0%	11%	-0.3%	1.3	48	2%
Cc1cc2nn(-c3ccc(F)cc3)nc2cc1N	i	67	-6%	13%	-6.4%	1.0%	-2%	-0.1%	4.7	66	17%[20 µM]
O=C(c1cccc(NS(=O)(=O)c2ccccc2)c1)N1CCCC1	i	14	-2%	-8%	2.2%	0.1%	7%	-0.1%	-0.3	68	-7%
CN1c2ccccc2N(C)C1(C)c1ccccc1	i	49	15%	-15%	-0.6%	2.3%	-9%	-0.2%	.	.	-5%
O=C(Nc1ccc(Cl)cc1)N(Cc1cccs1)Cc1cccs1	i	40	1%	6%	3.0%	0.0%	9%	0.3%	1.4	43	39%
CCc1ccc(N(C(=O)c2csnn2)C(C(=O)NC2CCCC2)c2cccnc2)cc1 (centres undefined)	i	17	1%	-7%	11%	-1.4%	-5%	-0.2%	-0.3	50	-20%
COc1ccc(N2CCN(C(=O)c3cccc(NC4=NC5CS(=O)(=O)CC5S4)c3)CC2)cc1 (centres undefined)	i	43	24%	14%	-3.9%	0.3%	-7%	0.6%	0.0	65	-18%
Cn1c(SCCS(=O)(=O)c2ccc(Cl)cc2)nnc1-c1ccccc1	i	28	13%	13%	3.9%	-0.2%	-1%	-2.3%	0.3	67	-11%
COc1cc([N+](=O)[O-])ccc1NC(=O)CCN1C(=O)C2C3CCC(C3)C2C1=O (centres undefined)	i	4	-11%	8%	-1.2%	-0.1%	0%	-0.1%	1.5	51	23%
CCCCN(C(=O)CN1CCOCC1)c1c(N)n(CC(C)C)c(=O)[nH]c1=O	i	40	-10%	3%	-2.4%	-0.5%	-6%	0.4%	-0.5	65	-22%
COc1ccccc1NC(=O)C1CCN(c2ncnc3c2nc2n3CCCCC2)CC1	i	1	2%	-8%	-0.2%	0.1%	8%	-0.1%	3.1	72	-17%
O=C(/C=C/c1c(F)cccc1Cl)c1ccc(O)cc1	i	31	6%	11%	-0.5%	1.2%	-4%	-0.1%	63*	53*	26%
O=C1[C@@H]2C(Cc3ccc(O)cc3)NC3(C(=O)Nc4ccc(F)cc43)[C@@H]2C(=O)N1c1ccccc1 (some centres undefined)	i	9	12%	3%	-5.8%	0.1%	-2%	-0.2%	0.2	97	-9%
